GCN5L2 inh – GCN5L2 (KAT2A) acetyltransferase inhibition; Potency, µM (highest dose often 58.9 µM), for the others: at the top dose activity change, negative = inhibition, hits mostly inhibitors; Q92830; GCN5L2 HAT assay, ThioGlo1 CoA-SH fluorescence; 390,000 tested, 0.21% active
Target sequence (Q92830 whole entry, looked up): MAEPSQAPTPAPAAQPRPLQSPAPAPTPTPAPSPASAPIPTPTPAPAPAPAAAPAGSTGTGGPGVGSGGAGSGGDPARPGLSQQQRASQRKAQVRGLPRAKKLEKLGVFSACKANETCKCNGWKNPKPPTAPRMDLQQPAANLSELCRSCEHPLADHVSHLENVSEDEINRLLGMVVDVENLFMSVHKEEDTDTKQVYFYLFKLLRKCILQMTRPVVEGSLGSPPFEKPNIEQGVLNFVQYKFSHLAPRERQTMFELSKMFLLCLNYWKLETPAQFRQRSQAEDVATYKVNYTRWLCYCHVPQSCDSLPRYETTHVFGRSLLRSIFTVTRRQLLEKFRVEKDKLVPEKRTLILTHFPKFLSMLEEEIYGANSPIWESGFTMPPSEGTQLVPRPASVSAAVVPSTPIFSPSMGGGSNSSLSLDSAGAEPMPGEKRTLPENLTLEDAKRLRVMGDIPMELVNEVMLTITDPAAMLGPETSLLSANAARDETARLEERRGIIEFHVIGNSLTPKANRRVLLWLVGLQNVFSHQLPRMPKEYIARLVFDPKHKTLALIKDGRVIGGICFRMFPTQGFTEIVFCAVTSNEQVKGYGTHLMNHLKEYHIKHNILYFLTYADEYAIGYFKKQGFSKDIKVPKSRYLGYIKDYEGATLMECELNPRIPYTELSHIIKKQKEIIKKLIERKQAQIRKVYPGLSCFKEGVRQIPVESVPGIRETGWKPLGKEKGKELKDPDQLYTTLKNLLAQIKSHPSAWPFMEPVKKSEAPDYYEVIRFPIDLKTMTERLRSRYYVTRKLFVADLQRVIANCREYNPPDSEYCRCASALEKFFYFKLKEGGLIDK
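Titration-based screen in which CoA formation is detected via maleimide probe ThioGlo1 (50uM) turning fluorescent on thiol reaction; substrates H3(1-25) 75uM and acetyl-CoA 70uM, GCN5L2 20nM, 20 min incubation at room temperature.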
N370S GC mod – inhibitors or activators of N370S glucocerebrosidase for Gaucher disease. P04062. Potency, µM (series often up to 59.4 µM), for the others: top-dose activity change, negative = inhibition, usual class: inhibitors. N370S GC spleen homogenate, 4MU-glucoside fluorescence. 330,000 tested, 0.092% active;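 note: 0% = full enzyme activity and -100% = no enzyme basal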
FEN1 inh – inhibitors of human flap endonuclease 1. P39748. Recombinant FEN1 flap cleavage, fluorescence, 15 min. Potency, µM (doses to about 114 µM), inactives show at the highest dose activity change, negative = inhibition, most hits filed as inhibitors. 390,000 tested, 0.35% active. AID 588795; note: nearly all actives have a fitted effect of over 65% in size
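FEN1 at 10 nM preincubated with compounds 15 min at room temperature, then flap DNA substrate added at 50 nM final. Signal read at 0 and 15 min; concentration-response fitted with four-parameter Hill equation.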
* = called active by the depositor; ? = inconclusive; nt = no result given; & = joins results of further samples; [ ] = remark or other dose. Calls come from the whole dose curve; as a rule, active = well fitted curve in the direction sought with a large enough effect; inconclusive = small, poorly fitted or top-dose-only effect, or another doubt; inactive = no such curve, though single readings can be large; an effect the other way counts as inactive or inconclusive. Unless noted, % is set by controls: 0 for no effect and ±100 for the full control effect; potency is the fitted concentration of half-maximal effect.

Fields: GCN5L2 inh	N370S GC mod	FEN1 inh
- O=C(Nc1csc(Cc2c(Cl)cccc2Cl)n1)NN1CCOCC1
 : 0%	10%	1%
- COc1ccccc1OCCCCOc1ccccc1F
 : ?	-11%	-12%
- CC(C)Cc1cc(C(=O)N2CCCC(CCC(=O)N(C)CCc3ccccn3)C2)no1 (stereo not drawn)
 : -15%	8%	2%
- COc1ccccc1OCCSc1nc2ccccc2n1CC(=O)N1CCOCC1
 : 2%	nt	12%
- O=C(CSc1nc2ccccc2c(=O)n1-c1ccc(OC(F)F)cc1)NCc1cccs1
 : 49%[activator]	13%	-1%
- Cc1cc(C)cc(NC(=O)CCc2nc3ccccc3[nH]2)c1
 : -7%	-3%	-7%
- CCCCC(NS(=O)(=O)c1ccc(OC)cc1)C(=O)O (stereo not drawn)
 : -4%	6%[2.35 µM]	-12%
- CCOC(=O)CN(C)C(=O)CCc1nnc(-c2ccc(-c3ccccc3)cc2)o1
 : -8%	3%	-2%
- COc1ccc(NC(=O)C2=Cc3ccccc3OC2)cc1
 : -11%	8%	4%
- O=C(c1cc(-c2ccc(Br)cc2)on1)N1CCCC1
 : 0%	-1%	-6%

Next part (4 carried over from the part before).
Fields: GCN5L2 inh	N370S GC mod	FEN1 inh
- CCCCC(NS(=O)(=O)c1ccc(OC)cc1)C(=O)O (stereo not drawn)
 : -4%	6%[2.35 µM]	-12%
- CCOC(=O)CN(C)C(=O)CCc1nnc(-c2ccc(-c3ccccc3)cc2)o1
 : -8%	3%	-2%
- COc1ccc(NC(=O)C2=Cc3ccccc3OC2)cc1
 : -11%	8%	4%
- O=C(c1cc(-c2ccc(Br)cc2)on1)N1CCCC1
 : 0%	-1%	-6%
- CCOc1ccc(S(=O)(=O)N(C)c2ccc(OCC(=O)NCCc3ccc(OC)cc3)cc2)cc1
 : 4%	1%	15%
- CC(C)=CCN1CCN(Cc2cnc(C)s2)CC1CCO (stereo not drawn)
 : -7%	29%	-4%
- Cc1c(C2Nc3ccccc3NC3=C2C(=O)CC(C)(C)C3)cnn1C (stereo not drawn)
 : -7%	-4%	0%
- COc1cc(C(=O)OCc2ccccc2C#N)ccc1OCC(=O)N1CCOCC1
 : 0%	nt	-14%
- CCN1C(=C(C#N)C#N)C=Cc2cc(C)ccc21
 : 1%	-4%	10%
- COc1ccc(C(C(=O)NC(C)(C)C)N(Cc2ccco2)C(=O)CCC(=O)Nc2ccccn2)cc1 (stereo not drawn)
 : -11%	-2%	4%
- N/C(=N\OC(=O)c1ccc(Br)cc1)c1cccc([N+](=O)[O-])c1
 : -5%	1%	0%
- Cc1ccc(-c2nc(Nc3ccccc3)n[nH]2)cc1
 : -19%	4%	-3%
- NC(=O)c1ccsc1NC(=O)CN1C(=O)NC2(CCCCC2)C1=O
 : 0%	nt	4%
- N#C/C(=C\c1ccc(N2CCCCC2)o1)C(=O)Nc1cccc(Br)c1
 : 1%	4%	?

An excerpt from above in order of their number in GCN5L2 inh, largest number first:
SMILES	GCN5L2 inh
CCOc1ccc(S(=O)(=O)N(C)c2ccc(OCC(=O)NCCc3ccc(OC)cc3)cc2)cc1	4%
COc1cc(C(=O)OCc2ccccc2C#N)ccc1OCC(=O)N1CCOCC1	0%
Cc1ccc(-c2nc(Nc3ccccc3)n[nH]2)cc1	-19%

Next part
Fields: GCN5L2 inh	N370S GC mod	FEN1 inh
- COC(=O)CC#N
 : 15%	1%	2%
- CC(C)OC(=O)Nc1ccc(-c2ccc(NC(=O)OC(C)C)cc2Cl)c(Cl)c1
 : 0%	-12%	18%
- O=C(NCc1ccc(F)cc1)c1cc(-c2ccncc2)nc2ccccc12
 : -15%	-16%	-17%
- O=C(O)c1ccc2c(c1)N(Cc1ccccc1)C(=O)c1ccccc1S2=O (stereo not drawn)
 : 0%	3%	11%
- CC[C@H](C)[C@@H]1NC(=O)[C@H](Cc2ccc(O)cc2)NC(=O)[C@@H](N)CSSC[C@@H](C(=O)N2CCC[C@H]2C(=O)N[C@@H](CC(C)C)C(=O)NCC(N)=O)NC(=O)[C@H](CC(N)=O)NC(=O)[C@H](CCC(N)=O)NC1=O
 : 3%	-12%	nt
- CCc1ccc(NC(=O)C2CCC(CNS(=O)(=O)c3ccc4c(c3)CC(C)N4C(C)=O)CC2)cc1 (stereo not drawn)
 : -1%	nt	12%
- COCCNC(=O)C1CC(=O)N(C2CCCC2)C1 (stereo not drawn)
 : 34%[activator]	-1%	0%
- CCN(CC)S(=O)(=O)c1ccc2c(c1)c(=O)c(C(=O)NCc1ccccc1OC)cn2C
 : -4%	nt	15%
- CC(C)Nc1ncnc2c1cnn2Cc1ccc(Cl)cc1
 : 2%	-14%	-9%
- Cn1c(N)c(C(=O)COC(=O)c2ccccc2C(=O)c2ccc(Cl)cc2)c(=O)n(C)c1=O
 : -6%	nt	-7%

Fields: GCN5L2 inh	N370S GC mod	FEN1 inh
- COc1ccc(OC)c(CNC(=O)c2ccc3c(c2)c(C)c(C)n3C)c1
 : -10%	nt	-10%
- COc1cccc(CNS(=O)(=O)c2c(C(=O)N3CCCCCC3)c(C)n(C)c2C)c1
 : -5%	-2%	-3%
- O=C(N/C(=C\c1ccccc1)C(=O)N1CCCCC1)c1ccco1
 : -1%	5%	1%
- O=C(N/N=C/c1cccc([N+](=O)[O-])c1)c1ccc(CN2CCOCC2)cc1
 : 1%	19%	-3%
- CCCn1c(SCc2nc(N)nc(N3CCCCC3)n2)nc2c1c(=O)n(C)c(=O)n2C
 : -5%	-3%	-6%
- CCCCc1ccc(NC(=O)CSc2nnc(CNC(=O)c3ccco3)o2)cc1
 : -8%	-3%	18%
- C=CCn1cc(C(=O)NCc2ccc3c(c2)OCO3)c(=O)c2cc(S(=O)(=O)N(CC)CC)ccc21
 : -15%	4%	-2%
- CCOc1cc(/C=C2\SC(=Nc3ccc(CC)cc3)NC2=O)ccc1OCC(=O)O
 : -17%	-7%	?
- COCCNc1nc(CSc2ccccc2)nc2sc(C)c(C)c12
 : -6%	?	?
- COc1ccc(CCn2c3c(c(=O)[nH]c2=O)C(NC(=O)c2ccccc2OC)(C(F)(F)F)C(=O)N3)cc1OC (stereo not drawn)
 : -8%	nt	-4%

mol	GCN5L2 inh	N370S GC mod	FEN1 inh
COc1ccc(CN2c3cc(S(=O)(=O)N4CCOCC4)ccc3N3CCCC32)cc1 (stereo not drawn)	-7%	10%	5%
COc1ccc(CN2CCCN(C)CC2)c(OC)c1C	-6%	1%	5%
CC(=O)N1CCN(Cc2nc3ccc(Cl)cc3n2CCO)CC1	-3%	-19%	-13%
O=C(COC(=O)c1ccc(Br)o1)Nc1ccc(F)cc1[N+](=O)[O-]	-2%	nt	-12%
CC(C)(C)NS(=O)(=O)c1ccc(CCC(=O)Nc2ccc3c(c2)OCO3)cc1	-1%	22%	6%
O=C(COc1ccccc1Cl)NCCNC(=O)c1ccncc1	-2%	-9%	0%
Cc1c(C(=O)N(C)Cc2ccc(OC(F)F)cc2)oc2ccccc12	-5%	-1%	-6%
COC(=O)c1ccccc1NC(=O)CSc1nc(=O)cc(N)n1-c1ccccc1	0%	nt	-9%
O=C(NC1CC1)c1ccc(CN(c2ccccc2)S(=O)(=O)c2ccccc2)cc1	-11%	5%	4%
Cc1cccc(C)c1NC(=O)NC1CC2CCC(C1)N2Cc1cccs1 (stereo not drawn)	1%	8%	0%
COc1ccccc1N1CCN(C(=O)c2cc3c(=O)n(C)c4ccccc4c3s2)CC1	0%	nt	-20%
O=C(NCc1ccccc1)c1ccc(S(=O)(=O)NCc2ccco2)cc1	-2%	1%	0%
CCOC(=O)c1sc2ccccc2c1S(=O)(=O)N1CCN(c2ccccc2F)CC1	-7%	nt	-14%
COc1ccc(NC2(c3ccccc3)OC(=O)c3ccccc32)cc1 (stereo not drawn)	-8%	8%	-11%
CC(=O)c1ccc(-c2nc3c4ccccc4ccn3c2C(C)=O)o1	-8%	6%	-3%

mol	GCN5L2 inh	N370S GC mod	FEN1 inh
Cc1ccc(/C=N/N(C)C2=NS(=O)(=O)c3ccccc32)cc1	10%	0%	1%
CCSc1nc2ccccc2c(=O)n1C1CCOC(C)(C)C1 (stereo not drawn)	-3%	9%	-11%
CC1CCCN(C(=O)CSc2nnc3ccccn23)C1 (stereo not drawn)	-1%	nt	-2%
COc1ccc(C(=O)COC(=O)/C=C/c2ccco2)cc1F	-2%	nt	17%
CCCOc1ccccc1C1CC(=O)NC2=C1C(=O)CCC2 (stereo not drawn)	2%	-4%	4%
CCOC(=O)CSc1nc2sc3c(c2c(=O)[nH]1)CC(C)(C)OC3	-4%	-5%	1%
COc1ccc(C2CC(c3ccccc3)Oc3ccc(C(C)(C)C)cc32)cc1 (stereo not drawn)	nt	-6%&-6%	8%&-3%
Cc1nc(CC(=O)N2CCN(c3cccc(C)c3C)CC2)cs1	-8%	-15%	2%
Cc1cc(C)c(S(=O)(=O)N2CCN(C(=O)C(C)Cn3cncn3)CC2)c(C)c1 (stereo not drawn)	-5%	-4%	2%
COc1ccc(/C=N/n2c(=O)[nH]c3c([nH]c4ccc(F)cc43)c2=O)cc1CN1CCCCC1	-5%	?	-24%
Cc1ccc(NC(=O)Nc2ccccc2F)cc1S(=O)(=O)N1CCOCC1	-5%	nt	-7%
CCC(CC)C(=O)Nc1cc(C(=O)OC)ccc1C(=O)OC	0%	8%	-6%
Cc1ccc(CNC(=O)C(=O)NCC(c2ccc3c(c2)OCO3)N2CCOCC2)cc1 (stereo not drawn)	-7%	nt	0%
CCOc1ccc(Nc2nc3ccccc3n3cnnc23)cc1	-7%	3%	11%
Cc1cccc(N2CCN(c3nc4nonc4nc3N3CCSCC3)CC2)n1	?	-27%	4%

mol	GCN5L2 inh	N370S GC mod	FEN1 inh
O=C1C(Nc2ccc(O)cc2)=C/C(=N/S(=O)(=O)c2cccs2)c2ccccc21	-12%	-5%	?
O=C(Cn1ncc2c(=O)oc3ccccc3c21)NCC1CCCO1 (stereo not drawn)	8%	-3%	-15%
CCOC(=O)c1cccc(NC(=O)CSc2cc(=O)n(C)c3ccccc23)c1	4%	nt	-17%
COc1cccc(C2CC(c3cccs3)=NN2C(=O)c2ccco2)c1O (stereo not drawn)	-11%	21%	15%
CC(C)Oc1ccc(CNC(=O)CCCn2c(=O)c3cccn3c3cccnc32)cc1	-3%	nt	-4%
Cc1ccc(C(O)c2nc3ccccc3n2C)cc1 (stereo not drawn)	13%	0%	0%
CC1CCCC(C)N1C(=O)COC(=O)c1cc(-c2cccs2)nn1-c1ccccc1 (stereo not drawn)	-14%	4%	-10%
COc1ccc(-c2noc(CSc3nnc(C)n3-c3ccc(F)cc3)n2)cc1	1%	nt	-7%
Cc1ccc(NC(=O)N(CCC#N)Cc2ccccc2)cc1	-27%	5%	-9%
Cc1nn(CCOc2ccccc2Cl)c(C)c1[N+](=O)[O-]	-2%	-9%	-20%
Cc1ccc(Nc2c([N+](=O)[O-])ccc3nonc23)cc1C	2%	-4%	-6%
COc1ccc(NC(=O)CSc2nnc(CCC(=O)O)c(=O)n2N)cc1	-1%	1%	18%
Cc1nc2c(c(=O)c3ccccc3n2C)c(=O)n1-c1ccccc1	0%	13%	-3%
Cc1ccc(NC(=O)c2ccccc2N2C(=O)C3C4C=CC(C5CC45)C3C2=O)cc1C (stereo not drawn)	-4%	-16%	-4%
O=C(CCNS(=O)(=O)c1ccc2[nH]c(=O)oc2c1)Nc1cccc(Br)c1	0%	0%	19%

mol	GCN5L2 inh	N370S GC mod	FEN1 inh
CCCCNC(=O)CS(=O)Cc1nc(-c2cccc(Cl)c2)oc1C (stereo not drawn)	-3%	-27%	-18%
O=C(Nc1nc(-c2ccccc2)cs1)c1ccc2c(=O)n3c(nc2c1)CCCCC3	-1%	-4%	-4%
O=C1[C@H]2[C@@H](c3ccc(Cl)cc3)N3C(=O)N(c4cccc(Cl)c4)C(=O)[C@@]3(Cc3ccc(Cl)cc3)[C@H]2C(=O)N1C1CCCCC1	-13%	-2%	-18%
CCCc1nnc(NC(=O)CCN2C(=O)c3ccccc3C2=O)s1	-1%	-4%	-10%
COc1ccc(CCNC2=C(Cl)C(=O)N(Cc3ccccc3)C2=O)cc1OC	-1%	12%	-22%
CC(=O)Nc1cccc(NC(=O)CN2C(=O)CCSc3ccccc32)c1	1%	nt	-14%
CCc1nn(CC(=O)NCC(C)c2ccccc2)c(=O)c2cc3c(OC)cccc3n12 (stereo not drawn)	0%	nt	16%
COc1ccc(NC(=O)CN2CCN(CC#N)CC2)cc1	-25%	-25%	7%
O=C(NCc1nnc(SCC(=O)N2CCOCC2)o1)c1c(F)cccc1F	-8%	-2%	-1%

Compound activity (PubChem BioAssay)
